Bioassay records: PubChem, several laboratories
SMARCA2 activ: increases SMARCA2 function in MMTV reporter cells; MG213 cells, MMTV-luciferase reporter, dexamethasone, overnight; activation, % at 9.1 µM; hit rate 1% among 370,000; AID 652017; in the data active = activation above about 7.8%;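 note: 0% = vehicle wells and 100% = reference activator wells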
ASAP1 GAP inh: inhibitors of human ASAP1 ArfGAP activity; Q9ULH1; ASAP1-stimulated ARF1 GTP hydrolysis, GDP FP detection; inhibition, % at 16.5 µM; hit rate 0.19% among 360,000; AID 624377; in the data active = inhibition above about 25%;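 note: 0% = vehicle with enzyme and substrate and 100% = no enzyme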
Target sequence (Q9ULH1 325-724 limits assumed): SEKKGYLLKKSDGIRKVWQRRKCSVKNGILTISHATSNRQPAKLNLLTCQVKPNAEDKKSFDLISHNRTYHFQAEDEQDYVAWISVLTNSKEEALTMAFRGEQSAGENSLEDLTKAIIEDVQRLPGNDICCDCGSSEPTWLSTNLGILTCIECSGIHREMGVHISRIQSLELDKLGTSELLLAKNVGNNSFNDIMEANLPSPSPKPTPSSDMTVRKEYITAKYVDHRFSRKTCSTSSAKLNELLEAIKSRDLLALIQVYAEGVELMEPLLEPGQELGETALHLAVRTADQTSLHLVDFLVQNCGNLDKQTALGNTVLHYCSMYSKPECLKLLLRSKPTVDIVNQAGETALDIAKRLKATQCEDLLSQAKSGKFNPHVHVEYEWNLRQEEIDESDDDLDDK
mABHD4 FP: inhibits mouse alpha/beta hydrolase domain 4 | Q8VD66 | purified mABHD4, FP-Rh probe fluorescence polarization | inhibition, % at 8.92 µM | hit rate 0.54% among 370,000;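 active = inhibition exceeding the mean over every tested compound plus 3 SD, cut at about 30% in these data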;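 note: 0% = plate median of compound wells and 100% = S159A mutant with DMSO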
Target sequence (Q8VD66 whole entry, looked up, the tested form may be a part): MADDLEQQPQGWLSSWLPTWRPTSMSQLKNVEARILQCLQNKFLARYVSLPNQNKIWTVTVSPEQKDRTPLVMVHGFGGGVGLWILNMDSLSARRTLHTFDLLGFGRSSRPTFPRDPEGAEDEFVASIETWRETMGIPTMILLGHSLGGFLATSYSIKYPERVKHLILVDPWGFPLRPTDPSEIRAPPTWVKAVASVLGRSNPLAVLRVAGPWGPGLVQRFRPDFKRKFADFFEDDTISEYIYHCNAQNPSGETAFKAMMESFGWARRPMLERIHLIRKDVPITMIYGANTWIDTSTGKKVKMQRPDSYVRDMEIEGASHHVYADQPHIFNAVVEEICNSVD
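Test system: mouse ABHD4 enzyme, wild type. Reagent: FP-Rh fluorescent activity-based probe, added after compound pre-incubation. Timing: pre-incubation 45 min, probe exposure 60 min, at 25 °C. Technique: FP readout, ex 525 nm / em 598 nm. Benchmarks: high control S159A mutant with DMSO, low control median of compound wells.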
Rev-erbA mod: Rev-erb alpha (human) modulation | P20393 | Rev-erbα–FITC-DNA binding, fluorescence polarization, 90 min | activity, % at 10 µM | hit rate 0.79% among 370,000 | AID 1259318;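 active = activity above about 14%, limit read from the data; passing the limit was not always enough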;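 note: 0% = DMSO wells with 35 nM protein and 100% = DMSO wells with 750 nM protein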
rCAG binder: molecules binding r(CAG) RNA repeats | hit rate 1.3% among 370,000 | AID 651821 | inhibition, % at 3 µM | r(CAG) RNA repeat, TO-PRO-1 dye displacement fluorescence;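 active = inhibition above the plate cutoff, the mean of all test compounds on that plate plus 3 SD, cut at about 35% in these data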;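 note: 0% = DMSO alone and 100% = 100 µM mitoxantrone as full dye displacement; higher means more dye released from RNA so lower well fluorescence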
NPR1 activator: GC-A (human) enzyme activation; P16066; HEK293 GC-A cells, cGMP TR-FRET, EC30 ANP; 0% at EC30 ANP, 100% saturating ANP; activation, % at 10 µM; hit rate 0.14% among 370,000; AID 1671463; in the data active = activation above about 40%
GC-B act: GC-B (human) receptor activation; hit rate 0.11% among 370,000; activation, % at 10 µM; P20594; AID 1920062; HEK293-GC-B cells, CNP EC30, cGMP TR-FRET; 0% at EC30 CNP, 100% saturating CNP;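 active = activation at 10 µM reaching about 35% in either raw or pattern-adjusted values, limit read from the data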
HTRA1 inh: inhibitors of human serine peptidase HTRA1; Q92743; recombinant HTRA1, FP-rhodamine activity-based probe, fluorescence polarization; inhibition, % at 5.96 µM; hit rate 0.5% among 340,000; AID 504803; in the data active = inhibition above about 36%;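 note: 0% = enzyme with DMSO and 100% = wells lacking enzyme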
PG9 Ab binder: PG9 antibody binding by small molecule; inhibition, % at 6.7 µM; AID 624416; hit rate 0.43% among 360,000; TR-FRET gp120-PG9 antibody binding; in the data active = inhibition above about 8.5%
ARFGAP1 inh: rat ARFGAP1 inhibition | Arfgap1-stimulated ARF1 GTP hydrolysis, GDP FP detection | inhibition, % at 16.5 µM | hit rate 0.26% among 360,000 | AID 651572;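 active = inhibition above a per-plate limit, mean inhibition of low control wells plus 3 SD, cut at about 25% in these data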;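 note: 0% = DMSO wells with enzyme and 100% = wells lacking Arfgap1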
Target sequence (Q62848 1-136 limits assumed): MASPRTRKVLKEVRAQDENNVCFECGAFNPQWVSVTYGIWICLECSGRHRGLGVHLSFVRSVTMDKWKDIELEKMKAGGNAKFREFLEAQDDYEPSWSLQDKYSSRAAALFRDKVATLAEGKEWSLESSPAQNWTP
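System: truncated rat Arfgap1 GAP domain / Medium: HEPES-based buffer, pH 7.5 / Also added: N-terminally truncated human ARF1-GTP substrate / Incubation: enzyme reaction 120 min at 25 °C after 20 min preincubation / Measured by: FP of antibody-bound GDP Alexa 633 tracer, ex 620/em 688 nm / Replicates: singlicate, each compound tested once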
Numbers without * were called inactive; nt = no result given.

SMILES | SMARCA2 activ | ASAP1 GAP inh | mABHD4 FP | Rev-erbA mod | rCAG binder | NPR1 activator | GC-B act | HTRA1 inh | PG9 Ab binder | ARFGAP1 inh
CN1CCN(c2nc(Nc3ccc(F)cc3)nc(Nc3ccc(F)cc3)n2)CC1 | 0 | 5 | 10 | -3 | -4 | -11 | -10 | -26 | 0.0 | 21
CC(C)(C)c1nc2ccccc2[nH]1 | 4 | 8 | -7 | -2 | 2 | 4 | 9 | 0 | -2.1 | 11
NC(=O)c1nn(CC(=O)Nc2ccc3c(c2)OCO3)cc1[N+](=O)[O-] | 0 | -13 | 1 | -3 | -1 | 2 | 4 | 3 | -0.2 | 6
CCc1nn(C(CC)C(=O)NCc2cccc(OC)c2OC)c(=O)c2cc3occc3n12 (configuration not stated) | -4 | 3 | -5 | -8 | -6 | -7 | -6 | 3 | -0.7 | -6
O=C(COC(=O)c1cc[n+]([O-])cc1)Nc1cc([N+](=O)[O-])ccc1Cl | 5 | 3 | 2 | 4 | 3 | -1 | -3 | -3 | -4.6 | -7
O=C1NC(=Nc2ccccc2)SC1(CO)CO | 0 | 5 | 4 | 1 | 5 | 5 | 5 | 0 | 0.4 | 8
COc1ccccc1CNC(=O)Cc1c[nH]c2ccccc12 | 1 | 6 | 3 | -5 | 2 | -2 | 4 | -7 | 0.8 | -9
CCOC(=O)C1(Cc2cccc(OC)c2)CCN(C/C=C/c2ccccc2)CC1 | -5 | 6 | 1 | 0 | -10 | 7 | -2 | -12 | -1.1 | 1
CC1(C)Cc2cccc(OCC(=O)Nc3ccc(S(N)(=O)=O)cc3)c2O1 | -3 | -12 | -5 | 1 | 6 | -1 | -1 | -2 | 0.1 | 8
CC(C)(C)OC(=O)N1CCC[C@H]1C(=O)N/N=C/c1cccc2cccnc12 | 0 | 10 | -3 | -2 | -6 | 2 | 3 | 5 | -0.2 | 5
CCn1c(Cc2ccccc2)nnc1SCC(=O)Nc1nnc(-c2ccccc2)s1 | 1 | -7 | 1 | 19 | 2 | -3 | 0 | 6 | 1.2 | -5
CCN(CC)C(=O)C1CCCN(Cc2cccc(Oc3ccccc3)c2)C1 (configuration not stated) | 0 | -6 | 9 | 5 | -7 | 1 | 7 | 3 | -2.1 | 1
CS(=O)(=O)c1ccc(Cl)c(NC(=O)c2cc(S(=O)(=O)N3CCOCC3)ccc2N2CCCC2)c1 | -1 | -3 | 0 | -3 | 6 | 5 | 12 | 1 | 0.4 | -1
CCCc1cc(=O)[nH]c(SCC(=O)c2cc(C)n(CCC)c2C)n1 | -1 | 14 | 4 | -5 | -3 | 0 | 0 | -6 | -2.3 | 7
O=C(O)C(=O)/C(=C\c1cccc(Cl)c1)c1ccc2ccccc2n1 | 5 | 5 | 5 | -4 | 9 | 2 | -5 | -7 | 0.3 | -3
C[C@H](CO)N1C[C@H](C)[C@@H](CN(C)C)OCc2cnnn2CCCC1=O | -2 | -1 | 10 | 5 | 0 | 3 | 1 | 1 | -0.9 | -4
C=CCN1C(=O)C2C(C(=O)NC3CCCCC3)C3C=CC2(O3)C1C(=O)NC1CCCC1 (configuration not stated) | 5 | -9 | 1 | 1 | -2 | 4 | 3 | -2 | 0.3 | 1
CC(=O)Nc1nc(-c2ccc3c(c2)CCN3S(C)(=O)=O)cs1 | 5 | 7 | -1 | 3 | 8 | -1 | -3 | -5 | -0.9 | 7
N#C/C(=C(/O)c1cccs1)c1nc2ccccc2[nH]1 | -2 | -6 | 12 | 5 | 5 | -1 | -4 | 4 | 4.3 | 7
CCOC(=O)c1c(C)[nH]c(C(=O)Nc2ccc(NC(C)=O)cc2)c1C | -5 | 2 | 4 | -3 | 0 | -3 | -9 | -1 | -0.1 | -4
COc1ccc(NC(=O)CSc2nc(=O)n(CCN(C)C)c3c2CCCC3)cc1OC | -2 | 7 | 2 | -1 | -6 | 2 | 0 | 3 | 1.6 | -2
Cc1ccc(C2C(C(=O)O)c3ccccc3C(=O)N2C)c(C)c1 (configuration not stated) | -1 | 11 | 2 | -4 | -1 | 2 | 6 | -1 | 0.6 | -3
O=C(CSc1ncnc2nc[nH]c12)Nc1nnc(SCc2ccc(Cl)c(Cl)c2)s1 | 1 | 10 | -9 | -3 | 42* | -1 | -9 | -55 | -2.1 | 0
Cc1cc(C)c(S(C)(=O)=O)c(Sc2ccc(Cl)cc2)n1 | -1 | 5 | -3 | -5 | 0 | -1 | -5 | -3 | 1.8 | 4
Cc1ccc(Cn2cc(CN(C(C)(C)C)S(=O)(=O)c3ccccc3Br)nn2)cc1 | -4 | nt | 0 | 8 | -1 | 2 | 5 | nt | nt | nt
Cc1oc(C)c(C(=O)NCCCC(=O)O)c1C(=O)NCCCC(=O)O | 2 | -8 | -6 | 3 | -2 | 3 | -8 | 5 | -1.2 | 2
Cn1c(N)c(C(=O)COC(=O)/C=C/c2ccc(S(=O)(=O)N3CCOCC3)cc2)c(=O)n(C)c1=O | 6 | 3 | -4 | -2 | -2 | 2 | 5 | 0 | -1.4 | 6
Cc1cc(C)n2nc(SCC(=O)Nc3ccccc3F)nc2n1 | 0 | 5 | 2 | 0 | 1 | 1 | 7 | 6 | 0.5 | -14
Cc1ccc(Cn2cc(/C=N/NC(=O)Cc3nnc(NC(=O)c4ccc(C)cc4)s3)c3ccccc32)cc1 | 1 | 15 | 2 | -1 | -1 | -3 | 0 | -2 | 1.9 | 2
COc1ccc(C)cc1C(=O)CCC(=O)NC1CCCCC1 | 0 | -10 | -3 | 2 | -6 | -5 | 7 | -9 | 0.2 | 2
CCCc1nn(C)c(C(=O)Nc2ccc(C)c(C)c2)c1Cl | 0 | -14 | -2 | -3 | -8 | 2 | 0 | -6 | -1.6 | 4
Cc1ccc(C(=O)COC(=O)CCN2C(=O)C3C4CC(C(Br)C4Br)C3C2=O)cc1 (configuration not stated) | -1 | -13 | -4 | 5 | -3 | -3 | -6 | -9 | -1.8 | 3
CC1CCN(C(=O)c2cc3nc(C4CC4)cc(C(F)(F)F)n3n2)CC1 | -4 | -2 | 2 | 2 | -7 | 9 | 13 | -5 | -0.7 | 7
O=C(/C=C\N1CCOCC1)c1ccc(Br)cc1 | -1 | 1 | -17 | -3 | 10 | 1 | -1 | -16 | -1.5 | -8
O=C1OC(N2C(=O)CC[C@H]2C(=O)Nc2ccc3c(c2)OCO3)c2ccccc21 (some centres not stated) | -2 | -10 | 8 | -1 | 8 | 0 | -6 | 7 | -0.8 | 5
O=C(NN1CCCCC1)c1cccc(COc2ccc(Cl)cc2)c1 | 3 | -11 | -5 | -6 | -5 | 13 | 3 | -9 | -2.3 | -10
C=CCc1c(C)nc2cc(-c3ccc(C)cc3)[nH]n2c1=O | 5 | 2 | -2 | -3 | 1 | -1 | -4 | -6 | 1.1 | -1
COC(=O)c1cc(NS(=O)(=O)c2ccc(N3CCCCC3)c([N+](=O)[O-])c2)cc(C(=O)OC)c1 | 1 | 5 | 8 | 3 | 69* | 3 | -11 | -30 | -0.2 | -2
OCCn1ccc(-c2ccccc2OCc2ccc(F)cc2)n1 | -2 | -1 | 5 | -3 | -2 | -5 | 0 | -2 | -1.1 | 2
Nc1nc2ccc(Cl)cc2cc1C(=O)NCCc1ccc(O)cc1 | -3 | -6 | 0 | -9 | 6 | -2 | -4 | nt | -0.4 | 2
COc1ccc(OC)c(NC(=O)c2cnc(Nc3ccccc3OC)c3ccccc23)c1 | -5 | -13 | -18 | 2 | 8 | -9 | 0 | -47 | -1.9 | -6
CCOC(=O)c1c(NC(=O)CCS(=O)(=O)c2ccccc2)sc2c1CCN(C(C)C)C2 | 2 | -25 | 12 | 4 | -8 | 3 | -2 | -3 | 0.4 | -5
CN1CCN(S(=O)(=O)c2ccc(-c3noc(C4CCN(S(C)(=O)=O)CC4)n3)cc2)CC1 | -4 | -8 | 0 | 5 | -3 | -2 | 1 | 2 | 2.6 | -5
Fc1ccccc1N1CCN(CC2CC3C=CC2C3)CC1 (configuration not stated) | -2 | -4 | -1 | -2 | -3 | 4 | -1 | 1 | -3.2 | -6
Cc1cccc(C)c1OCC(O)CNC(C)(C)C (configuration not stated) | -5 | -12 | -3 | -5 | 1 | 2 | 4 | -8 | 0.7 | 3
Cc1ccc(-c2csc(C(C)(O)c3ccc(F)c(F)c3)n2)cc1C (configuration not stated) | -1 | 19 | -27 | -2 | 1 | -1 | -1 | nt | -1.4 | 7
COC(=O)Cc1ccc(NC(=S)Nc2ccccn2)cc1 | 0 | 9 | 4 | -1 | -2 | 4 | -2 | 1 | -0.3 | 6
O=C(NC1CCCCN(Cc2cccc(Cl)c2)C1=O)c1ccccc1 (configuration not stated) | -2 | nt | 2 | -4 | -2 | 2 | -3 | nt | nt | nt
O=C(Cc1ccc(F)cc1)N/N=C/c1ccncc1 | 5 | -4 | -2 | -5 | 2 | 6 | -1 | 4 | -2.3 | 1
C[C@@H]1CN(c2ccc(N3CCN(C(=O)OC(C)(C)C)C[C@@H]3C)cc2C#N)CCN1Cc1ccccc1 | -3 | -7 | 9 | -1 | 5 | 0 | 5 | nt | -1.5 | 4

The closing 3 entries of the part above lead into the next:
SMILES | SMARCA2 activ | ASAP1 GAP inh | mABHD4 FP | Rev-erbA mod | rCAG binder | NPR1 activator | GC-B act | HTRA1 inh | PG9 Ab binder | ARFGAP1 inh
O=C(NC1CCCCN(Cc2cccc(Cl)c2)C1=O)c1ccccc1 (configuration not stated) | -2 | nt | 2 | -4 | -2 | 2 | -3 | nt | nt | nt
O=C(Cc1ccc(F)cc1)N/N=C/c1ccncc1 | 5 | -4 | -2 | -5 | 2 | 6 | -1 | 4 | -2.3 | 1
C[C@@H]1CN(c2ccc(N3CCN(C(=O)OC(C)(C)C)C[C@@H]3C)cc2C#N)CCN1Cc1ccccc1 | -3 | -7 | 9 | -1 | 5 | 0 | 5 | nt | -1.5 | 4
c1ccc2nc(-c3ccc(-n4ccnc4)cc3)ccc2c1 | -1 | -8 | -6 | 0 | 4 | 1 | -4 | -13 | -0.8 | 8
COc1ccc(C2CC(c3cccs3)=NN2C(=O)CSc2nc3c(cnn3-c3ccccc3)c(=O)[nH]2)cc1 (configuration not stated) | 0 | 5 | 3 | 0 | 6 | 1 | -3 | -4 | -1.0 | -7
CCCS(=O)(=O)NC(=O)C1(C)CCN(C(=O)c2ccccc2OC(F)(F)F)C1 (configuration not stated) | 1 | -1 | 5 | -7 | 1 | 2 | -9 | nt | -1.5 | -11
COc1ccc(NC(=O)CN2CCC(C)CC2)c([N+](=O)[O-])c1 | 4 | 8 | 6 | -5 | -10 | -3 | 1 | -6 | 0.7 | 0
O=C(Nc1ccc(Br)cc1)c1cc(-c2ccncc2)nc2ccccc12 | 2 | 29* | -15 | -7 | 8 | -5 | -3 | -34 | -1.3 | 17
CCCCCCCC(=O)NN1CCOCC1 | 0 | -3 | -3 | -1 | 0 | 1 | 0 | 7 | 0.5 | 7
O=C1CCCN1c1ccc(S(=O)(=O)Nc2ccc3c(c2)OCCO3)cc1 | -3 | 2 | 0 | 0 | -1 | -3 | 1 | -3 | 2.3 | -4
